Assay outcomes: PubChem, several laboratories
PRMT1 FP inh – PRMT1 methyltransferase inhibitors, primary screen, biochemical, fluorescence polarization; AID 652257, 2013; Protein arginine N-methyltransferase 1 (Homo sapiens), Q99873; recombinant PRMT1, activity-based probe fluorescence polarization; inhibition, % at 2.79 µM; 370,000 compounds, 1.3% hits;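 active means inhibition above about 21% made by adding two undisclosed values, limit read from the data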
HTRA1 inhibitor – HTRA1 serine protease inhibitors, primary screen, biochemical, fluorescence polarization, HTS. 340,000 compounds, 0.5% hits. Q92743. inhibition, % at 5.96 µM. recombinant HTRA1, FP-rhodamine activity-based probe; in the data active means inhibition above about 36%;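 further: 0% = enzyme with DMSO and 100% = wells lacking enzyme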
Target sequence (Q92743 whole entry, looked up): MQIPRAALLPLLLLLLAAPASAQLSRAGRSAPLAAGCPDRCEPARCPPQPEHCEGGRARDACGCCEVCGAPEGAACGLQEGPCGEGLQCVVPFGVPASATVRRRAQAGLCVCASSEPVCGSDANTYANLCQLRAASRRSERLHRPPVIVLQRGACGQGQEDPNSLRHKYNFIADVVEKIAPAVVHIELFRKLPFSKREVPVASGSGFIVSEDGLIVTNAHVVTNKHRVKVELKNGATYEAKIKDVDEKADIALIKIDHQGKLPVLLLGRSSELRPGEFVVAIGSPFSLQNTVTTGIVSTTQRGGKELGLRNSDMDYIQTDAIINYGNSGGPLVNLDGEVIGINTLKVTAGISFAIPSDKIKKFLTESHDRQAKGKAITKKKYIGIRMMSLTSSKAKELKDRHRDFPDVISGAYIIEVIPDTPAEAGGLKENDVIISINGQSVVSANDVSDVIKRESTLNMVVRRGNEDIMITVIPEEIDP
NPR2 activator – human GC-B receptor activators, primary screen, HEK293 GC-B cells, cGMP TR-FRET, EC30 CNP; Atrial natriuretic peptide receptor 2 (Homo sapiens), P20594; 370,000 compounds, 0.11% hits; 0% at EC30 CNP, 100% saturating CNP; activation, % at 10 µM; AID 1920062, 2024;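 active means activation at 10 µM reaching about 35% in either raw or pattern-adjusted values, limit read from the data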
rCAG binder – binders of r(CAG) RNA repeats, primary screen, biochemical, fluorescence; r(CAG) RNA repeat, TO-PRO-1 dye displacement fluorescence; inhibition, % at 3 µM; 370,000 compounds, 1.3% hits;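 active means inhibition above the plate cutoff, the mean of all test compounds on that plate plus 3 SD, cut at about 35% in these data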;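 further: 0% = DMSO alone and 100% = 100 µM mitoxantrone as full dye displacement; higher means more dye released from RNA so lower well fluorescence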
TCR CD3 inh – inhibitors of human TCR-CD3 interaction, primary screen, biochemical, fluorescence, TAMRA-labeled TCR probe; inhibition, % at 9.4 µM; 360,000 compounds, 0.37% hits; AID 651800, 2012; in the data active means inhibition above about 19%;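 further: recombinant mutant TCR 2C K166C tagged with TAMRA read by polarization; 0% = receptor in buffer alone and 100% = receptor with positive control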
SIAE primary – human SIAE inhibitors, primary screen, biochemical, fluorescence polarization, FP-Rh probe, 1536-well HTS. Sialate O-acetylesterase (Homo sapiens), Q9HAT2. SIAE FP-Rh probe binding. inhibition, % at 9.66 µM. 370,000 compounds, 0.69% hits;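 active means inhibition above a cutoff: mean of compounds within the control limits plus 3 SD of those, cut at about 17% in these data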;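 further: 0% = plate median of compound wells and 100% = probe without SIAE protein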
GC-A act – GC-A stimulated cGMP production enhancers – HEK293 GC-A cells, cGMP TR-FRET, EC30 ANP, primary screen | Atrial natriuretic peptide receptor 1 (Homo sapiens), P16066 | AID 1671463, 2021 | activation, % at 10 µM | 370,000 compounds, 0.14% hits | 0% at EC30 ANP, 100% saturating ANP; in the data active means activation above about 40%
MBD2 inh – inhibitors of MBD2 binding to methylated DNA, primary screen, biochemical, TR-FRET, DNA-binding domain, human. 370,000 compounds, 0.31% hits. MBD2 binding to methylated oligonucleotide. inhibition, % at 4.4 µM; in the data active means inhibition above about 13%
UHRF1 binding – UHRF1 methylated DNA binding inhibitors, primary screen, counter-screen for MBD2 inhibitor project, biochemical, TR-FRET, human UHRF1, single concentration; inhibition, % at 4.4 µM; 370,000 compounds, 0.75% hits; E3 ubiquitin-protein ligase UHRF1 (Homo sapiens), Q96T88; AID 687016, 2013; UHRF1 binding to methylated oligo; in the data active means inhibition above about 21%;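 further: UHRF1 SRA domain binding a hemimethylated CpG hairpin DNA probe; 0% = median of test compound wells and 100% = reference inhibitor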
ABHD4 inh – ABHD4 inhibitors, primary screen, biochemical, fluorescence polarization, mouse | (Lyso)-N-acylphosphatidylethanolamine lipase (Mus musculus), Q8VD66 | purified mABHD4, FP-Rh probe fluorescence polarization | inhibition, % at 8.92 µM | 370,000 compounds, 0.54% hits;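 active means inhibition exceeding the mean over every tested compound plus 3 SD, cut at about 30% in these data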;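 further: 0% = plate median of compound wells and 100% = S159A mutant with DMSO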
Target sequence (Q8VD66 whole entry, looked up): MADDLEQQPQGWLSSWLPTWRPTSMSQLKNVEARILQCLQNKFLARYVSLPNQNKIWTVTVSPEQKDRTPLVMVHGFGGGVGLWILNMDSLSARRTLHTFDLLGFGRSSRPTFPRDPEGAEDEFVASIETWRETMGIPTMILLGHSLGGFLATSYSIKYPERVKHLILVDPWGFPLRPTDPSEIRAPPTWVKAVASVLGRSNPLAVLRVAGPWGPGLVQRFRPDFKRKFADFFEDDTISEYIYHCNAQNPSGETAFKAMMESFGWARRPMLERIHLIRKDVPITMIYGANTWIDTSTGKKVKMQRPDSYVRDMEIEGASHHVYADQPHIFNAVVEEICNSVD
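Doses – 8.92 µM, single dose · Material – wild-type mouse ABHD4 protein · Replication – single well per compound (singlicate) · Measure – percent inhibition of probe binding, normalized to plate controls · Schedule – 45 min compound pre-incubation plus 60 min probe step, 25 °C · Detection – fluorescence polarization with parallel and perpendicular emission, 525/598 nm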
* marks the source's active call; other numbers are inactive results; . = no result given.

No.	canonical_smiles	PRMT1 FP inh	HTRA1 inhibitor	NPR2 activator	rCAG binder	TCR CD3 inh	SIAE primary	GC-A act	MBD2 inh	UHRF1 binding	ABHD4 inh
1	COc1ccccc1N1CCN(C(=O)c2cc3cc(F)ccc3[nH]2)CC1	-6	-12	10	-5	11	2	11	-2	-2	-3
2	Cc1ccc(NS(=O)(=O)c2cc(NC(=O)c3ccc4c(c3)NC(=O)CS4)ccc2C)c(C)c1	34*	-141	11	9	17	-70	-3	-3	-1	-115
3	O=C(c1ccc(F)cc1)N1CCN(c2cnn(-c3ccccc3)c(=O)c2Cl)CC1	-1	-2	-2	-5	-4	1	-6	2	0	3
4	CN1C(=O)CS(=O)c2ccc(C(=O)NCCC3=CCCCC3)cc21 (centres undefined)	11	-4	2	5	-11	8	2	-6	4	-1
5	Cc1cc([N+](=O)[O-])ccc1NCc1ccc2ccccc2c1	2	-35	0	2	-9	-21	0	6	2	-18
6	CC(C)CNC(=O)c1ccccc1NC(=O)CSCc1ccccc1	0	-3	-12	1	9	-1	-4	-1	-1	2
7	OCCCn1c(CCNc2nc(-c3ccc(Cl)cc3)cs2)nc2cc(C(F)(F)F)ccc21	-3	-13	-13	2	3	7	-7	-1	1	-6
8	CCOC(=O)CC(=O)CSc1ncnc2c1oc1ccccc12	4	-4	0	6	8	2	2	-2	-1	-11
9	COc1ccc(CN(C)C(=O)/C=C/[C@H]2O[C@@H](n3cnc4c(N)ncnc43)[C@H](O)[C@@H]2O)cc1OC	5	.	0	1	-9	-3	1	3	1	2
10	O=C(COC(=O)C1CCCCC1)Nc1ccc([N+](=O)[O-])cc1	2	6	1	2	0	-4	-1	1	-1	-2
11	NC(=O)[C@@H]1CCCN1C(=O)[C@@H](Cc1cnc[nH]1)NC(=O)[C@@H]1CCC(=O)N1	-2	4	6	-2	3	-13	3	1	3	0
12	Cc1noc(NS(=O)(=O)c2ccc(NC(=O)CSc3ncccn3)cc2)c1C	5	-1	-3	1	-3	6	2	-3	4	2
13	CCN(CC)c1ccc(NC(=O)CN2CCN(c3ccccc3F)CC2)cc1	0	-3	-2	-6	0	8	2	-2	-2	0
14	COC(=O)c1ccc2nc(-c3ccc(OC)c(OC)c3)c(Cc3ccsc3)n2c1	9	.	-1	17	-2	0	2	9	19	4
15	Cc1ccc(S(=O)(=O)NCCCC(=O)C=[N+]=[N-])cc1	1	-1	4	6	9	0	-1	-5	-4	1
16	COc1cc(NC(=O)Nc2cccc3cccnc23)cc(OC)c1OC	1	-2	-12	8	4	-4	-1	0	-1	-7
17	Cc1nc2ccccc2c(=O)n1/N=C/c1cn[nH]c1-c1ccccc1	0	.	5	-1	-3	-1	1	0	0	-5
18	O=C1NCCCN1C1OC(CO)C(O)C1O (centres undefined)	0	3	2	3	6	-4	0	3	0	1
19	Cc1nn(C)c(Oc2cccc(C(F)(F)F)c2)c1C#N	0	2	-3	-2	1	3	1	1	2	-3
20	OC[C@@H]1CN(Cc2ccc(F)cc2)C[C@H](n2cnc3c(Nc4ccccc4)ncnc32)O1	-4	.	4	0	1	1	8	-4	0	-9
21	CCOC(=O)[C@H]1[C@H]2COc3ccc(Br)cc3[C@@H]2N2C(=O)CN(CC3CCCO3)C(=O)[C@@]12C (some centres undefined)	0	-4	1	-9	6	5	-2	3	0	5
22	C/C(=N/O)c1cccc(N2Cc3ccccc3C2)c1	-3	10	0	11	3	-3	0	-3	-4	1
23	Cc1ccc(Cn2ccc(NC(=O)c3cc(-c4ccc(F)cc4)on3)n2)cc1	3	-2	2	4	-5	-1	3	1	-2	-1
24	Cc1ccc(C(=O)N(CC(=O)NC2CCCCC2)c2ccccc2C)s1	-1	3	7	-8	-4	-5	0	2	5	-4
25	Cc1cc2cc(CNC(=O)NC3CCCCC3)ccc2n1C	3	30	8	12	3	6	-1	-9	-3	14

Records above marked active in PRMT1 FP inh.
entry	Molecule	PRMT1 FP inh	HTRA1 inhibitor	NPR2 activator	TCR CD3 inh	SIAE primary	GC-A act	MBD2 inh
2	Cc1ccc(NS(=O)(=O)c2cc(NC(=O)c3ccc4c(c3)NC(=O)CS4)ccc2C)c(C)c1	34*	-141	11	17	-70	-3	-3

A draw from above in order of heavy-atom count, low to high.
No.	canonical_smiles	PRMT1 FP inh	HTRA1 inhibitor	NPR2 activator	rCAG binder	TCR CD3 inh	SIAE primary	GC-A act	MBD2 inh	UHRF1 binding	ABHD4 inh
5	Cc1cc([N+](=O)[O-])ccc1NCc1ccc2ccccc2c1	2	-35	0	2	-9	-21	0	6	2	-18
4	CN1C(=O)CS(=O)c2ccc(C(=O)NCCC3=CCCCC3)cc21 (centres undefined)	11	-4	2	5	-11	8	2	-6	4	-1
1	COc1ccccc1N1CCN(C(=O)c2cc3cc(F)ccc3[nH]2)CC1	-6	-12	10	-5	11	2	11	-2	-2	-3
12	Cc1noc(NS(=O)(=O)c2ccc(NC(=O)CSc3ncccn3)cc2)c1C	5	-1	-3	1	-3	6	2	-3	4	2
20	OC[C@@H]1CN(Cc2ccc(F)cc2)C[C@H](n2cnc3c(Nc4ccccc4)ncnc32)O1	-4	.	4	0	1	1	8	-4	0	-9
2	Cc1ccc(NS(=O)(=O)c2cc(NC(=O)c3ccc4c(c3)NC(=O)CS4)ccc2C)c(C)c1	34*	-141	11	9	17	-70	-3	-3	-1	-115

2 neighbouring compounds already listed, for reference:
No.	canonical_smiles	PRMT1 FP inh	HTRA1 inhibitor	NPR2 activator	rCAG binder	TCR CD3 inh	SIAE primary	GC-A act	MBD2 inh	UHRF1 binding	ABHD4 inh
1	COc1ccccc1N1CCN(C(=O)c2cc3cc(F)ccc3[nH]2)CC1	-6	-12	10	-5	11	2	11	-2	-2	-3
2	Cc1ccc(NS(=O)(=O)c2cc(NC(=O)c3ccc4c(c3)NC(=O)CS4)ccc2C)c(C)c1	34*	-141	11	9	17	-70	-3	-3	-1	-115

Continued.
No.	canonical_smiles	PRMT1 FP inh	HTRA1 inhibitor	NPR2 activator	rCAG binder	TCR CD3 inh	SIAE primary	GC-A act	MBD2 inh	UHRF1 binding	ABHD4 inh
26	N#Cc1cc2c(nc1SCc1ccccc1)CCCC2	0	0	2	1	-1	0	-5	-1	-3	-8
27	Cc1ccc(NC(=O)COC(=O)c2ccco2)cc1S(=O)(=O)N1CCOCC1	3	5	3	8	-7	-9	1	-4	0	3
28	Cn1cnnc1SCC(=O)NNC(=O)c1ccc(Cl)cc1	7	-4	5	1	-6	-4	1	2	0	4
29	CC1Cc2ccccc2N1C(=O)CN1C(=O)COc2ccccc21 (centres undefined)	1	0	-1	-4	-1	0	0	1	1	4
30	CCOc1ccc(C(CC(=O)O)NC(=O)c2ccco2)cc1 (centres undefined)	-1	-3	5	1	-3	0	6	3	-1	6
31	Cc1ccc2c(c1)NC(=O)C(CC(=O)NCCCN1CCCC1=O)O2 (centres undefined)	5	2	-4	4	0	4	1	3	0	-2
32	O=C(NCCN1CCN(Cc2ccccc2Cl)CC1)Nc1ccccc1	-3	5	1	-9	-4	-2	-2	5	-2	3
33	COc1cccc(NC(=O)Nc2c(-c3ccc(C)cc3)nc3ncccn23)c1	0	.	1	6	.	6	-3	-8	2	4
34	CCCCNC(=O)Nc1nnc(-c2ccccc2)o1	-1	7	0	-2	-1	1	-1	-4	0	2
35	O=C(Cn1nnc(-c2ccc(CN3CCOCC3)cc2)n1)NC1CCCCC1	0	3	2	-4	5	-1	0	2	-2	4
36	O=C(Nc1cccc(F)c1)NC1(C(=O)N2CCOCC2)CCCCC1	0	5	0	2	-2	-5	3	-6	0	-1
37	COc1ccc(C(=O)CSc2nc3ccc([N+](=O)[O-])cc3[nH]2)cc1	-2	-21	3	18	8	-13	5	0	-3	-16
38	CCN1C(=O)[C@H]2[C@@H](c3ccc(SC4CCCCC4)c(OC)c3)N3CCCC[C@@]3(C(=O)OC)[C@H]2C1=O	-2	-21	0	5	-6	-1	-2	-3	1	-13
39	COC(=O)c1ccccc1NC(=O)c1cnn2cccnc12	2	-3	-6	-5	-6	-2	-4	4	0	2
40	CC(OC(=O)CNC(=O)C12CC3CC(CC(C3)C1)C2)C(=O)Nc1ccc(N2CCOCC2)cc1 (centres undefined)	5	5	2	-4	7	0	1	0	8	3
41	O=C(CCCCCCCC(=O)N1CCCCCC1)N1CCCCCC1	1	3	2	-3	0	-5	-2	6	-1	-3
42	S=C(CSc1ccccc1)Nc1cccc2ccccc12	4	-17	6	6	2	-4	2	-5	1	-3
43	CCOc1ccccc1NC(=O)c1ccc2nccnc2c1	3	0	2	-1	-4	-1	-1	1	-3	8
44	COc1cc(/C=C/C(=O)O)cc(Br)c1O	-5	1	0	2	8	10	2	-3	-3	3
45	COc1ccc(C(NC(=O)/C=C\c2ccco2)c2ccc(OC)c(OC)c2)cc1 (centres undefined)	17	-21	1	12	10	-1	1	-2	-1	1
46	c1ccc(-c2nc(-c3ccncc3)n[nH]2)nc1	-5	1	1	-1	-6	3	0	-2	-4	-1
47	COc1cccc(CNC(=S)Nc2ccc3c(c2)c(=O)n(C)n3Cc2ccc(F)cc2)c1	7	.	12	8	3	7	4	-2	-2	4
48	CC1(C)CC(=O)C2=C(C1)Nc1ccccc1N(C(=O)C1CC1)C2c1ccco1 (centres undefined)	4	-2	1	0	-5	0	-5	-1	3	3
49	CN1CCC(=NNC(=O)CSCc2ccccc2)CC1	-1	-7	1	0	-4	-1	2	2	-1	5
50	COc1ccc(-c2nnc(SCC(=O)NN=C(C)c3cccc4ccccc34)n2-c2ccc(C)cc2)cc1	-4	.	-12	6	.	9	-24	-4	-2	-1
51	O=C1CC(N2CCN(c3ccc(S(=O)(=O)N4CCCC4)cc3)CC2)C(=O)N1c1ccc(F)cc1 (centres undefined)	1	-1	3	-2	7	1	2	-3	-3	-3
52	CCN(CC(=O)Nc1c(F)cccc1F)C(=O)c1cccc(S(=O)(=O)N2CCc3ccccc3C2)c1	1	-3	6	3	0	11	-1	-5	2	5
53	O=C(OCC(=O)N1CCc2ccccc21)c1ccc([N+](=O)[O-])cc1	-2	1	-1	3	1	2	1	-1	0	3

Look-ups from the results shown:
PRMT1 FP inh result of `Cc1ccc(NC(=O)COC(=O)c2ccco2)cc1S(=O)(=O)N1CCOCC1` stands at 3
rCAG binder result of `O=C(NCCN1CCN(Cc2ccccc2Cl)CC1)Nc1ccccc1` stands at -9
GC-A act result of `O=C(CCCCCCCC(=O)N1CCCCCC1)N1CCCCCC1` stands at -2
TCR CD3 inh result of `O=C(Cn1nnc(-c2ccc(CN3CCOCC3)cc2)n1)NC1CCCCC1` stands at 5
UHRF1 binding result of `CCOc1ccc(C(CC(=O)O)NC(=O)c2ccco2)cc1` (centres undefined) stands at -1

Only part of the results is shown; rates above refer to the full screens.
